# High-throughput results deposited in PubChem BioAssay by several laboratories.
# RGS8-Gao – RGS8-Galphao binding modulators, primary screen, biochemical, multiplexed bead flow cytometry | actives lie on both sides | response (percent of control binding), % at 10 µM | 220,000 tested, 0.34% active | AID 1423, 2008; in the data active means response below about 60% or above about 140%; inactive means in between;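 further: Galphao activated as the GDP aluminium fluoride complex binding bead-coupled RGS8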
# Target sequence (P09471 whole entry, looked up): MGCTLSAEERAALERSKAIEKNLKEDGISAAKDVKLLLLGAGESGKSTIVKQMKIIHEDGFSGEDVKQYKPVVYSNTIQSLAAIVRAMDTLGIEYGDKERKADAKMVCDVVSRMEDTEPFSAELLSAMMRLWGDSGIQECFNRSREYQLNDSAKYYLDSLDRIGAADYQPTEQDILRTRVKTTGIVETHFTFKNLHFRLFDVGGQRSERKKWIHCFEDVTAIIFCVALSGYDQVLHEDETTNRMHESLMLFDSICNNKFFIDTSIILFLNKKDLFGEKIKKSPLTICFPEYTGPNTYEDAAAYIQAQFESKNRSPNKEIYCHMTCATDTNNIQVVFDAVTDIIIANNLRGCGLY
# Mcl1 Bid PPI – Mcl-1/Bid binding inhibitors, primary screen, biochemical, TR-FRET, 1536-well; TR-FRET Mcl-1/Bid-Dy647 peptide binding; inhibition, % at 21.7 µM; AID 1021, 2008; Induced myeloid leukemia cell differentiation protein Mcl-1 (Homo sapiens), Q07820; 220,000 tested, 0.97% active;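 active means compounds that cut the binding signal by more than half at the single screening dose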;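 further: His-tagged Mcl-1 with europium anti-His antibody binding Bid BH3 peptide; 0% = Mcl-1 plus peptide wells and 100% = peptide-only wells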
# Target sequence (Q07820 whole entry, looked up): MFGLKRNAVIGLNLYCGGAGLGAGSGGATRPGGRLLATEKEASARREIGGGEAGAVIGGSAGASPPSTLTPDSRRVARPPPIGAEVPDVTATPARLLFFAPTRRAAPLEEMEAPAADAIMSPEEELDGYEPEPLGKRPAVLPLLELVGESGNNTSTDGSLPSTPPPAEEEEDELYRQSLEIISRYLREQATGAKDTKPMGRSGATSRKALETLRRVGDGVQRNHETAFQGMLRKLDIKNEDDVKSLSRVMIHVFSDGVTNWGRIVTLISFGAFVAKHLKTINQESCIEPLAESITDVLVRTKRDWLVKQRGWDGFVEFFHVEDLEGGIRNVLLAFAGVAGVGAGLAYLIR
# RGS4-Gao reg – modulators of RGS4 binding to Galphao, primary screen, biochemical, multiplexed bead flow cytometry; actives lie on both sides; 220,000 tested, 0.33% active; AID 1415, 2008; binding response (% of control), % at 10 µM; in the data active means binding response below about 49% or above about 150%; inactive means in between;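 further: fluorescent Galphao activated with aluminum fluoride binding bead-coupled RGS4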
# RGS7-Gao reg – RGS7-Galphao binding modulators, primary screen, biochemical, multiplexed bead flow cytometry. Guanine nucleotide-binding protein G(o) subunit alpha (Homo sapiens), P09471. actives lie on both sides. binding response (% of control), % at 10 µM. 220,000 tested, 0.35% active; in the data active means binding response below about 49% or above about 150%; inconclusive means no clear call, values can overlap the other calls; inactive means in between;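 further: fluorescent Galphao held in activated GDP-AlF4 state binding bead-coupled RGS7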
# * hit, by the source's call; ? = inconclusive; / = no result given; [ ] = another dose, or the depositor's remark.
RGS8-Gao,Mcl1 Bid PPI,RGS4-Gao reg,SMILES,RGS7-Gao reg
99,-31,103,COc1ccc(C)c(-n2c(N)cc(=O)n(Cc3ccccc3)c2=O)c1,?
97,-7,97,NC(=O)c1cc(Br)cc(C2CCCCC2)c1O,?
98,1,101,Cc1nnsc1C(=O)N/N=C/c1ccccc1Cl,?
98,-35,101,COc1cc2c(cc1OC)CN(C(=O)/C=C/c1cccs1)CC2,?
103,3,100,NNC(=O)Cn1c2ccccc2c2ccccc21,?
101,3,101,Cc1cc(N2C(=O)C(O)=C(C(=O)c3cccs3)C2c2ccc(F)cc2)no1 (stereo not given),?
100,-49,99,O=C1CC(N(O)c2ccccc2)C(=O)N1c1ccc(Cl)c(Cl)c1 (stereo not given),?
71,-102,83,Cc1cc(C)c2c(=O)n(CC(=O)Nc3cccc(F)c3)sc2n1,?
98,-10,95,O=c1/c(=C/c2ccccc2)sc2nnc(-c3cccs3)n12,/
100,-28,101,CC(=O)Cc1cc(=O)c2c(C)cc(O)c(C3OC(CO)C(O)C(O)C3O)c2o1 (stereo not given),?
102,-26,101,COCCCNC1CS(=O)(=O)CC1O (stereo not given),?
99,-39,107,Cc1c(C(=O)N2CCOCC2)cc(C(C)(C)C)n1-c1ccccc1,?
105,-27,109,CC(C)CNC(=S)NC(=O)c1csc([N+](=O)[O-])c1,?
97,-7,97,Cc1cc(NC(=O)c2ccccc2F)n(C(C)(C)C)n1,?
101,40,96,COC(=O)c1sc(-c2ccc(C(C)(C)C)cc2)cc1NC(=O)/C=C/C(=O)O,?
99,-11,98,Cc1ccc(C(CCNC(C)c2cccs2)c2ccco2)cc1 (stereo not given),?
99,-10,100,CNC(=O)COc1ccc(Nc2nnc(C)c3ccccc23)cc1,?
99,-27,94,Cc1c(/C=N/O)sc2ccccc12,?
89,-117,84,COCCN1C=C2C(=O)C(C)(OC(=O)CCC(=O)OC)C(=O)C=C2C=C1C1CC1 (stereo not given),?
104,-37,106,COC(=O)c1cccc(C23CC4(C2)[C@H](CN(Cc2ccc(-c5ccccc5)cc2)[C@@H]4c2ccccc2)C3c2ccc(Cl)nc2)c1 (stereo not given in full),?
103,-11,103,CCOC(=O)c1cn[nH]c1C(F)(F)F,?
97,-33,78,O=C1c2nc3cc(-c4ccccc4)[nH]n3c(=O)c2CN1Cc1ccccc1,?
100,-45,102,O=C(/C=C/c1ccco1)N(Cc1ccc(F)cc1)C1CCS(=O)(=O)C1 (stereo not given),?
97,-40,97,Cc1ccc(OCC(=O)N2CCN(S(C)(=O)=O)CC2)cc1,?
103,-17,100,Cc1nc(C(=O)NNC(=O)c2ccc(Cl)cc2)c(C(F)(F)F)o1,?
96,-16,97,Cc1cc(=O)[nH]c(-c2ccc(Cl)cc2)n1,?
102,13,103,CC1(c2nnc(-c3ccc(F)cc3)o2)CC(c2ccc([N+](=O)[O-])cc2)=NO1 (stereo not given),?
102,-5,103,O=C(O)c1ccc2nnn(O)c2c1,?
99,-76,99,COc1ccc(/C=C/c2ccccc2)cc1[C@H]1[C@H]2C=CC[C@@H](C)[C@@H]2C(=O)N1Cc1ccccc1,?
95,-44,76,CC(C)C(O)(C(=O)NNc1ccccc1)C(C)C,/

# Compounds shown so far containing an aryl methoxy group:
RGS8-Gao,Mcl1 Bid PPI,RGS4-Gao reg,SMILES,RGS7-Gao reg
99,-31,103,COc1ccc(C)c(-n2c(N)cc(=O)n(Cc3ccccc3)c2=O)c1,?
98,-35,101,COc1cc2c(cc1OC)CN(C(=O)/C=C/c1cccs1)CC2,?
99,-76,99,COc1ccc(/C=C/c2ccccc2)cc1[C@H]1[C@H]2C=CC[C@@H](C)[C@@H]2C(=O)N1Cc1ccccc1,?

# New compounds follow:
RGS8-Gao,Mcl1 Bid PPI,RGS4-Gao reg,SMILES,RGS7-Gao reg
136,-46,195*[activator],CCCN1CN(c2ccccc2)C(=S)N(c2ccccc2)C1,?
101,-5,100,Cc1cccc(NC(=O)C(=O)C2C(=O)Nc3ccccc32)c1 (stereo not given),?
102,-7,102,O=C1CC(Sc2ccc(Cl)cc2)C(=O)N1c1ccc2c(c1)OCCO2 (stereo not given),?
99,-6,101,O=C1/C(=C/c2ccccn2)SC(=S)N1c1cccc(O)c1,?
101,0,96,CC(=O)Oc1ccc(/C=C2/Oc3ccccc3C2=O)cc1,?
94,-38,92,Cc1oc2c(O)c(O)ccc2c(=O)c1-c1ccccc1,?
102,-29,98,O=C(Nc1ccccc1)[C@@H]1[C@@H]2C(=O)N(c3ccc(F)cc3)C(=O)[C@@H]2[C@H]2C=CC=NN21,?
106,-22,105,CCOc1ccc(Cn2c(=O)sc3ccccc32)cc1OC,?
102,6,102,Cc1nc(NC(=O)c2ccccc2)sc1C1(C)CC(c2ccccc2F)=NO1 (stereo not given),?
100,-11,101,COCCN(CC(=O)Oc1ccccc1P(=O)(OC)OC)Cc1ccccc1,?
104,-14,105,CCOc1ccc2nc(NC(=O)CC3Oc4ccccc4NC3=O)sc2c1 (stereo not given),?
96,-19,95,COC(=O)c1cc(NC(=O)c2cc(-c3ccc(OC)cc3)oc2C(F)(F)F)ccc1N1CCOCC1,?
101,-90,97,CC1(OC(=O)C2CCCC2)C(=O)C=C2C=C(c3ccsc3)N(C3CC3)C=C2C1=O (stereo not given),?
98,-3,100,O=[N+]([O-])c1ccc(-c2nc(-c3ccncc3)no2)cc1,?
103,-5,104,CC(=O)C1=C(C)OC(N)=C(C#N)C1c1cccc2ccccc12 (stereo not given),?

# Overlap with the part before: 2 compounds; new compounds follow.
RGS8-Gao,Mcl1 Bid PPI,RGS4-Gao reg,SMILES,RGS7-Gao reg
98,-3,100,O=[N+]([O-])c1ccc(-c2nc(-c3ccncc3)no2)cc1,?
103,-5,104,CC(=O)C1=C(C)OC(N)=C(C#N)C1c1cccc2ccccc12 (stereo not given),?
102,-16,104,O=C1/C(=C/c2cccc(O)c2)SC(=S)N1CC1CCCO1 (stereo not given),?
101,3,105,Brc1ccc(-c2nn[nH]n2)cc1,?
99,-17,98,Cc1ccc(N(C)C(=O)C2CCCN2S(=O)(=O)c2ccc3c(c2)n(C)c(=O)c(=O)n3C)cc1 (stereo not given),?
106,-2,107,COc1ccccc1CC(=O)NCc1nn(-c2ccccc2)nc1C,?
100,-80,103,Cc1nn(CC(=O)c2ccc(Br)s2)c(C)c1[N+](=O)[O-],?
104,0,102,O=c1oc(-c2cccc(C(F)(F)F)c2)nn1-c1ccc(C(F)(F)F)cn1,?
96,-25,95,O=C(c1ccc(Cl)nc1)c1cccs1,?
105,-21,105,Cc1ccc(NC(=O)CN(C)CC(=O)NC2CCCc3ccccc32)cc1 (stereo not given),?
106,-98,108,COCCN(C(=S)Nc1cccc(Cl)c1C)C(C)c1ccco1 (stereo not given),?
98,-2,95,CCOc1ccccc1/C=C/c1cc(C(=O)O)c2ccccc2n1,?
103,-19,99,CC(C)c1ccc(N2C(=O)CC(NNC(=O)c3cccnc3)C2=O)cc1 (stereo not given),?
103,-51,106,Cc1nc(/N=C(\N)N(C)C)[nH]c(=O)c1C,?
92,-25,102,CCCOC(=O)CCCN1C(=O)/C(=C2\SC(=S)N(CCCC(=O)OCCC)C2=O)SC1=S,?
100,-15,103,O=C(NCc1csc(-c2cccs2)n1)c1ccsc1,?
103,-16,100,CCOc1ccc(/C(C)=N/NC(=O)Cn2nc([N+](=O)[O-])cc2C)cc1,?

# Structures listed so far shown as hits in RGS4-Gao reg:
RGS8-Gao,Mcl1 Bid PPI,RGS4-Gao reg,SMILES,RGS7-Gao reg
136,-46,195*[activator],CCCN1CN(c2ccccc2)C(=S)N(c2ccccc2)C1,?

# Other compounds:
RGS8-Gao,Mcl1 Bid PPI,RGS4-Gao reg,SMILES,RGS7-Gao reg
89,-26,77,COc1ccc(C(=O)c2coc3c2C(=O)C(=O)c2ccccc2-3)cc1,?
102,-96,98,CCCCCn1c(C)c2c(OCC)cccc(=O)c2c1C,?
101,-37,99,COc1ccc(NC(=O)COC(=O)CCNS(=O)(=O)c2ccc(Cl)cc2)cc1,?
97,-37,98,Cc1nn(-c2ccccc2)cc1/C=N/NC(N)=S,?
100,-10,101,Cc1ccccc1CSc1nnc(CCCCCNC(=O)OC(C)(C)C)o1,/
101,-4,100,O=C(O)CCN1C(=O)c2ccc(NC(=O)C(c3ccccc3)c3ccccc3)cc2C1=O,?
106,-20,96,CCCCN1C(=O)/C(=C(/C#N)C(=O)N2CCCC2)c2ccccc21,?
99,-49,102,O=C(/C=C/Nc1ccc(S(=O)(=O)Nc2cnc3ccccc3n2)cc1)c1ccccc1,?
96,-22,95,C=C(C)c1cccc(C(C)(C)NC(=O)N2CCN(c3ccccc3)CC2)c1,?
99,-5,95,Cc1ccc(C(=O)COc2ncnc3cc(Cl)ccc23)cc1,?
96,17,91,COc1ccc(S(=O)(=O)Nc2nc3ccccc3nc2NCC2CCCO2)cc1 (stereo not given),?
102,-13,104,CCC1=C2CC[C@H]3C(=O)N(CC)C(=O)[C@H]3[C@H]2[C@@]2(Cc3ccccc3)C(=O)N(Cc3ccccc3)C(=O)N2C1=O,?
100,-30,103,COC(=O)C(O)(NC(=O)c1ccncc1)C(F)(F)F (stereo not given),?
99,-52,99,COc1cc(OC)cc(C(=O)OC/C(O)=C(\C#N)c2nc3ccccc3[nH]2)c1,?
104,-90,102,O=C(NC(=S)N1CCCCC1CO)C12CC3CC(CC(C3)C1)C2 (stereo not given),?

# Whole records, quoted from the list. Values in the order: RGS8-Gao | Mcl1 Bid PPI | RGS4-Gao reg | RGS7-Gao reg
# Record of CCC1=C2CC[C@H]3C(=O)N(CC)C(=O)[C@H]3[C@H]2[C@@]2(Cc3ccccc3)C(=O)N(Cc3ccccc3)C(=O)N2C1=O : 102 | -13 | 104 | ?
# Record of Cc1nn(-c2ccccc2)cc1/C=N/NC(N)=S : 97 | -37 | 98 | ?
# Record of C=C(C)c1cccc(C(C)(C)NC(=O)N2CCN(c3ccccc3)CC2)c1 : 96 | -22 | 95 | ?
# Record of CCCCCn1c(C)c2c(OCC)cccc(=O)c2c1C : 102 | -96 | 98 | ?
# Record of COC(=O)C(O)(NC(=O)c1ccncc1)C(F)(F)F (stereo not given) : 100 | -30 | 103 | ?

# The listing continues.
RGS8-Gao,Mcl1 Bid PPI,RGS4-Gao reg,SMILES,RGS7-Gao reg
103,-9,101,Cc1nc2cc3c(cc2s1)OCO3,?
103,9,106,CC(NCCN(C)C)C(=O)C12CC3CC(CC(C3)C1)C2 (stereo not given),?
98,8,97,CSc1nnc(-c2ccc(NC(N)=S)cc2)o1,?
100,-11,100,Cc1cccn2c(=O)c3cc(C(=O)NC4CCCCC4)c(=N)n(CCN4CCOCC4)c3nc12,?
103,-5,102,CC1CCC(C(C)C)C(OC(=O)Cn2c(-c3ccc(Cl)cc3)[n+](C)c3ccccc32)C1 (stereo not given),?
105,31,102,Cc1ccc(-c2[nH]ncc2CNCCc2cnn(-c3ccccc3)c2)cc1C,?
102,-45,99,O=C(NCc1ccccc1C(F)(F)F)C1CC(c2ccccc2C(F)(F)F)=NO1 (stereo not given),?
98,-26,89,COc1ccc(C(=O)NCCn2cc(SCC(N)=O)c3ccccc32)cc1,?
107,-13,100,O=C1NNC(c2ccccc2)=N/C1=C\c1ccc(Cl)cc1,?
103,-5,99,O=C1NC(=Nc2cccnc2)S/C1=C\c1cccc(F)c1,?
99,-4,101,N=C(N)n1c(N)nc2ccccc2c1=O,?
105,90*,105,O=C(Nc1ccc(Nc2ccncc2)cc1)c1ccc(Nc2ccnc3ccc([N+](=O)[O-])cc23)cc1[N+](=O)[O-],?
100,-1,99,CC(=O)Oc1ccc(C(=O)O)c(OC(C)=O)c1,?
97,-16,100,Cc1cc(C)cc(NC(=O)Nc2ccc3ccccc3n2)c1,?
110,26,118,CCOC(=O)c1cc(C#N)c(SCC(N)=O)[nH]c1=O,?
104,-8,97,COc1ccc(C/C(C)=N\NC(=O)c2c[nH]c3ccccc23)cc1OC,?
100,-32,94,CCC1=C(OC(=O)N(CC)CC)N2C(=O)OC(=NCCOC)[C@]2(Cc2ccccc2)[C@H]2C1=CC[C@H]1C(=O)N(CC(=O)OC)C(=O)[C@H]12,?
99,-8,98,COC(=O)[C@H](Cc1ccccc1)NC(=O)NCCc1ccc(F)cc1,?
98,-14,100,Cc1onc(-c2ccccc2)c1CNS(=O)(=O)c1ccccc1,?
105,-17,106,O=C(Nc1cccc(C(F)(F)F)c1)c1cc(Br)cc2c1OCC2,?
103,-5,101,C/C(=N\NC(=O)CC1N=C(Cc2ccccc2)NNC1=O)c1ccc(Br)cc1 (stereo not given),?
101,-68,104,Cc1ccccc1C1C(C#N)=C2N=C(N)c3ccccc3N2C2=C1C(=O)CCC2 (stereo not given),?
98,6,97,N/C(=N/OC(=O)c1ccc(Cl)cc1)c1ncc([N+](=O)[O-])s1,?
102,-47,102,COc1cc(C2C3=C(CCCC3=O)Nc3c2c(C)nn3-c2cccc(C)c2)cc(OC)c1O (stereo not given),?
102,-29,106,CSc1nnc(C(C)(C)C)c(=O)n1/N=C/c1ccccc1O,?
102,-28,118,Cn1c(/C(C#N)=C/c2ccc(O)cc2)nc2ccccc21,?
101,-38,88,COC(=O)C1=C(C)NC(C)=C(C(=O)OC)C1c1ccc(-c2cccc([N+](=O)[O-])c2)o1,?
104,-50,107,COc1cc(/C=N/NC(=O)c2ccc3nc[nH]c3c2)ccc1O,?

# Not all compounds are listed (hit frequency here may not be typical).
